PGK inhibitor – T. brucei PGK inhibition; P07378; PGK/GAPDH coupled, Kinase-Glo luminescence, 60 min; Potency, µM (series often up to 57.5 µM), for inactives: at the top dose activity change, negative = inhibition, actives largely listed as inhibitors; hit rate 0.043% among 380,000; AID 602233; also: % is scaled to controls: 0 for no effect and ±100 for the full control effect; nearly all actives have a fitted effect of over 60% in size
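Luminescent ATP detection (Kinase-Glo Plus) follows a 60-minute room-temperature incubation, with wells lacking PGK as controls. Buffer: 100 mM TEA (pH 7.6), 5 mM MgCl2, 0.01% Tween-20. Coupling enzyme GAPDH (100 nM final) supplies unstable 1,3-BPG in-well.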
TrxR1 inh – inhibitors of rat thioredoxin reductase 1 | recombinant rTrxR1, NADPH fluorescence consumption, selenite substrate | Potency, µM (doses to about 114 µM), inactives show at the highest dose activity change, negative = inhibition, most hits filed as inhibitors | AID 588453 | hit rate 1% among 390,000 | O89049; also: % is scaled to controls: 0 for no effect and ±100 for the full control effect; nearly all actives have a fitted effect of over 65% in size
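Rat TrxR1 (90 nM in the dispensed reagent) was pre-reduced with 400 uM NADPH for 5 min at room temperature, then incubated with compound for 15 min. After 400 uM selenite was added, NADPH fluorescence (Ex 340/Em 450 nm) was followed for 8 min.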
ERG-DNA inh – inhibitors of human ERG Ets domain-DNA interaction | P11308 | fluorescence polarization, His-ERG Ets domain / labelled DNA | Potency, µM (series often up to 76.9 µM), without a hit: at the highest dose FP activity, negative = inhibition, actives largely listed as inhibitors | hit rate 0.028% among 370,000 | AID 624246; active = well fitted inhibition curve with a large enough effect in the polarisation, with a control signal flat; inconclusive = small, poorly fitted or top-dose-only effect, or effect the other way, or a change in a side signal; inactive = no such curve, though single readings can be large or run the other way; the % refers to the polarisation;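 also: polarization taken with two DNA probes labelled with fluorescein and Texas red; % of control where 0% means no effect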
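His-tagged ERG Ets domain (1 uM in the protein solution; 300mM KCl, 50mM Tris-HCl, 1mM EDTA, 1mM DTT, pH 7.5) received compound, then a probe mix of 5 nM fluorescein-DNA and 100nM Texas-615-DNA. Fluorescence polarization was read for both dyes.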
ALOX12 inh – inhibitors of human 12S-lipoxygenase ALOX12 | Potency, µM (highest dose often 108 µM), without a hit: at the top dose activity change, negative = inhibition, most hits filed as inhibitors | AID 1671190 | purified 12hLO, xylenol orange hydroperoxide absorbance | hit rate 1.1% among 580,000; also: % is scaled to controls: 0 for no effect and ±100 for the full control effect
Target sequence (P18054 whole entry, looked up): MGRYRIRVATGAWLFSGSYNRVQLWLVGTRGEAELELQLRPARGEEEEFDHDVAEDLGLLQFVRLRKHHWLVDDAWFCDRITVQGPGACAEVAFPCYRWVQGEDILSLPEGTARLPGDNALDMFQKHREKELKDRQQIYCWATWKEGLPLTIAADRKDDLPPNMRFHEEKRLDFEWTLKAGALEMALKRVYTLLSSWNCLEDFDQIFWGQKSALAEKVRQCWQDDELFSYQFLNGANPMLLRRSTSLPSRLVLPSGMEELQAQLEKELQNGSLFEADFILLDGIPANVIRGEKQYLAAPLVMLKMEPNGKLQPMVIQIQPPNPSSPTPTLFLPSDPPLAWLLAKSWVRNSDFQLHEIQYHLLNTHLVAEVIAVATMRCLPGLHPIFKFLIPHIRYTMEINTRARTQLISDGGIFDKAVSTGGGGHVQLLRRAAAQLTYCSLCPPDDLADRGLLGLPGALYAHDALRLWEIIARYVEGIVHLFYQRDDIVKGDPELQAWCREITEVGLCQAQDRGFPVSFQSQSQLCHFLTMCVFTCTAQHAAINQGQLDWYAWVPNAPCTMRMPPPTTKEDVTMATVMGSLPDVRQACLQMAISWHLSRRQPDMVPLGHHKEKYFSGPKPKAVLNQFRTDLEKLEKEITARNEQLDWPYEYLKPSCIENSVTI
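Hydroperoxide product was detected by ferrous iron/xylenol orange as the 573 to 405 nm absorbance ratio. Arachidonic acid at 40 uM (final) was turned over for 30 min at room temperature by 150 nM human 12hLO, pH 7.0 Hepes buffer, after 15 min compound preincubation.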
GLS inh – inhibitors of human glutaminase (GLS). O94925. GLS enzymatic activity, qHTS titration. Potency, µM (titrated, usually from 45.5 µM), for the others: top-dose activity change, negative = inhibition, hits mostly inhibitors. hit rate 0.21% among 410,000. AID 624170; also: % is scaled to controls: 0 for no effect and ±100 for the full control effect
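hKGA; 45 mM KH2PO4 pH 8.2 + 0.02% Tween-20; cpd via pin tool; 1 mM Gln soln; GluOx/HRP/Amplex Red; RT 30 min; fluor. t0 & final.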
JMJD2A Tudor – JMJD2A Tudor domain (human) inhibition; AlphaScreen JMJD2A-Tudor / H3K4me3 peptide binding; Potency, µM (series often up to 114 µM), for the others: at the highest dose activity change, negative = inhibition, hits mostly inhibitors; hit rate 4.4% among 390,000; also: % is scaled to controls: 0 for no effect and ±100 for the full control effect; nearly all actives have a fitted effect of over 50% in size
HP1b chromo inh – inhibitors of HP1-beta chromodomain binding to methylated histone tails; AID 540317; hit rate 0.56% among 390,000; AlphaScreen HP1-beta / biotin-H3K9me3 peptide binding; Potency, µM (highest dose often 114 µM), for inactives: at the top dose activity change, negative = inhibition, actives largely listed as inhibitors; P83916; also: nearly all actives have a fitted effect of over 70% in size; inactives centre near 23
Target sequence (P83916 whole entry, looked up): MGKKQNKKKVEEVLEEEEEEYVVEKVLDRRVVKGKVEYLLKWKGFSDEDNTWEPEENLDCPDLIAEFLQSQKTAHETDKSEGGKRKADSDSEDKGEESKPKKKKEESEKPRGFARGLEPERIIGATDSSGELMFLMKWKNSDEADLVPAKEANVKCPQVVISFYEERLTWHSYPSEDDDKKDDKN
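HP1-beta protein (50 nM final) preincubated 30 min at room temperature with biotinylated H3(1-18)K9me3 peptide (50 nM) in PBS pH 7.4, 0.01% Tween-20, then compound added for 30 min. AlphaScreen streptavidin donor/nickel chelate acceptor beads (10 ug/mL final), 30 min dark, luminescence read.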
Pin1 inh – inhibitors of human Pin1; Q13526; Pin1 FP peptide displacement, HiFluor488, 10 min; Potency, µM (series often up to 115 µM), without a hit: top-dose activity, negative = inhibition, most hits filed as inhibitors; hit rate 0.009% among 390,000; AID 504891; active = well fitted inhibition curve with a large enough effect in the polarisation, with a control signal flat, not every such curve was filed as active; inconclusive = small, poorly fitted or top-dose-only effect, or effect the other way, or a change in a side signal; inactive = no such curve, though single readings can be large or run the other way; the % refers to the polarisation; also: % is scaled to controls: 0 for no effect and ±100 for the full control effect
Target sequence (Q13526 whole entry, looked up): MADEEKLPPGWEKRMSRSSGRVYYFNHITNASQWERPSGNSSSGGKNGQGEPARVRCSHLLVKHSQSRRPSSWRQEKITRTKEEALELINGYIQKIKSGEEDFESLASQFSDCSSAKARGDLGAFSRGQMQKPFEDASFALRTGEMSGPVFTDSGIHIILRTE
RGS4 inhibitor – blocks human RGS4-accelerated GTP hydrolysis. P49798. Transcreener GDP fluorescence polarization, RGS4-accelerated GTP hydrolysis. Potency, µM (series often up to 114 µM), for inactives: at the top dose activity change, negative = inhibition, most hits filed as inhibitors. hit rate 0.039% among 390,000. AID 504845; also: % is scaled to controls: 0 for no effect and ±100 for the full control effect; nearly all actives have a fitted effect of over 75% in size; some results filed as inactive show a strong effect at the top dose
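MLSMR compounds (23 nl, pin-transferred) preincubated 10 min at room temperature with a 500nM (2x) first reagent, then RGS4 at 900nM (2x) plus Transcreener GDP mix added; fluorescence polarization (620/688 nm) read before and after 90 min at 30 °C.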
Starred values were filed as active, the others as inactive; i = inactive; ? = inconclusive; · = not tested or not shown; & = joins results of further samples; [ ] = remark or other dose. Unless noted, calls follow the shape of the dose curve; as a rule, active = well fitted curve in the direction sought with a large enough effect; inconclusive = small, poorly fitted or top-dose-only effect, or another doubt; inactive = no such curve, though single readings can be large; an effect the other way counts as inactive or inconclusive. Potency is read from the fitted curve at half-maximal effect.

SMILES	PGK inhibitor	TrxR1 inh	ERG-DNA inh	ALOX12 inh	GLS inh	JMJD2A Tudor	HP1b chromo inh	Pin1 inh	RGS4 inhibitor
CC(C)N(Cc1ccccc1)C(=O)COC(=O)c1ccc2ncsc2c1	?	23%	-8%	-1%	?	5%	40%[activator]	2%	5%
CN1c2ccc([N+](=O)[O-])cc2N(C)C1(C)c1ccccc1 (stereo unspecified)	-14%	26%	6%	0%	23%	10µM*	10µM*	16%	-18%
Cc1ccc(-n2nnnc2SC(C)C(=O)NCC(=O)Nc2ccc(F)c(F)c2F)c(C)c1 (stereo unspecified)	-12%	4%	1%	?	-29%	-14%	21%	0%	-30%
CCOc1cc(-c2nc3cc(C)ccn3c2NCC2CCCO2)ccc1O (stereo unspecified)	1%	-4%	-1%	-7%	32%	-24%	-1%	4%	-1%
COc1cccc2[nH]c(C(=O)NC(C)c3ccccc3)cc12 (stereo unspecified)	·	-12%	-7%	-5%	-8%	-25%	15%	2%	-22%
CC(=O)Nc1cccc(C(=O)OCC(=O)NCc2ccc(F)cc2)c1	-2%	9%[57.1 µM]	2%	-14%	0%	-6%	-2%	11%	-26%
O=C(C1CCCO1)N1CCN(S(=O)(=O)c2ccc(Cl)cc2)CC1 (stereo unspecified)	-3%	-7%	-5%	-4%	-7%	-4%	39%	-4%	-2%
Cc1ccc(CNC(=O)c2cc(S(=O)(=O)N3CCCCCC3)cn2C)cc1	-6%	16%[57.1 µM]	3%	-2%	-3%	-12%	19%[57 µM]	0%	-22%
COc1ccc(C(=O)NNC(=O)CCc2ccccc2OC)cc1	-4%	7%	2%	-2%	12%	-9%	38%	-3%	2%
CSCCC(NC(=O)/C(=C\c1ccco1)NC(=O)c1ccco1)C(=O)O (stereo unspecified)	i	-8%	7%	?	-7%	-15%	29%	?	15%
CCN1CCC(O)(C(C(=O)OC)c2ccccc2)CC1 (stereo unspecified)	-11%	5%[2.29 µM]	-6%	14%	17%	-3%	9%[57 µM]	-5%	12%
NC(=O)c1ccsc1NC(=O)c1coc2ccccc2c1=O	-6%	6%	21%	0%	2%	-10%	62%[activator]	2%	-36%
COc1ccc(/C=N/NC(=S)NC2CCS(=O)(=O)C2)cc1OC (stereo unspecified)	-10%	-12%	·	5%	6%	-8%	13%	-9%	5%
Cc1ccc(S(=O)(=O)N2CCC(C(=O)Nc3ccc(Oc4ccccc4)cc3)CC2)cc1	i	31%	1%	?	2%	-7%	14%	-4%	27%
CN1CCC(N(C)C(=O)c2cc(S(=O)(=O)N(C)c3ccccc3)ccc2Cl)CC1	i	-22%	-1%	-28%	-1%	-4%	40%	14%	-1%
Cc1ccc(S(=O)(=O)N2CCC(C(=O)N3CC(C)OC(C)C3)CC2)cc1 (stereo unspecified)	3%	22%	-11%	-10%	2%	-10%	36%	-8%	12%
CCc1ccc(C(=O)c2cn(CC(=O)Nc3cc(OC)ccc3OC)c3ccc(C)cc3c2=O)cc1	0%	4%	-2%	-41%	-3%	-14%	22%	35%[activator]	-10%
CCCC1OC(c2ccco2)OCC1CC (stereo unspecified)	0%	9%[57.1 µM]	1%	?	-12%	-11%	8%[57 µM]	2%	20%
COc1ccc(NC(=O)/C(C#N)=C/c2ccc3c(c2)n(C)c(=O)n3C)cc1	-6%	-11%	-7%	?	8%	-10%	4%	6%	-8%
S=C(Nc1ccccc1)N1CCN(C/C=C/c2ccccc2)CC1	-3%	-3%	37%[activator]	33%[activator]	3%	-30%	28%	-1%	-25%
CN(CCc1ccccn1)C(=O)c1cccnc1Oc1ccc(Cl)cc1	3%	14%	5%	93%[activator]	-4%	-5%	28%	5%	3%
O=C1CCN(S(=O)(=O)c2ccccc2)CCN1CCOCc1ccc(Cl)cc1	-12%	-12%[57.1 µM]	9%	-28%	3%	4%	47%[activator]	1%	2%
O=C(Nc1ccccc1)C(=O)Nc1ccccn1	?	19%	·	2%	1%	-10%	10%	12%	7%
COc1ccccc1CNC(=O)CSc1ccc(-c2cccs2)nn1	8%	14%[57.1 µM]	-5%	-9%	-7%	-23%	5%	-2%	-14%
COc1ccc(-n2c3c(cc(-c4nc(-c5ccc(Cl)cc5)cs4)c2=O)C(=O)CC(C)(C)C3)cc1Cl	-3%	6%	-2%	-16%	1%	-10%	29%	-4%	6%
CNC(=O)C1CCC(Cn2c(=O)c3sccc3n(CC(=O)NCc3cccc(OC)c3)c2=O)CC1 (stereo unspecified)	6%	5%[57.1 µM]	2%	2%	2%	-12%	24%	4%	8%
Cc1c(C(=O)N2CCc3ccccc3C2)sc2nc(-c3ccccc3)cn12	0%	18%	-7%	-9%	-4%	-24%	-2%	12%	-15%
C=CCn1c2[n+](c3ccccc3c1=O)CCCCC2	1%	7%	11%	?	12%	?	42%[activator]	3%	-19%
Cc1ccc(CNC(=O)CCC2CCCN(C(=O)CCC(F)(F)F)C2)o1 (stereo unspecified)	-2%	?	-20%	-9%	-4%	-8%	38%[activator]	-3%	3%
O=C(CN1C(=O)S/C(=C\c2cc(Cl)c(O)c(Cl)c2)C1=O)Nc1ccccc1	-12%	?	11%	-2%	30%[activator]	?	-16%	?	1%
O=C(Nc1ccccc1)N1CCCC(c2nc(-c3ccc(F)cc3)no2)C1 (stereo unspecified)	3%	18%	9%	0%	7%	-1%	54%[activator]	?	19%
N#Cc1nc(/C=C/c2ccc(F)cc2)oc1NCc1ccc(F)cc1	-2%	177%[activator]	-4%	-2%&-18%	5%	-9%	-12%	-1%	9%
COc1cc(NC(=O)c2cccc(F)c2)cc(OC)c1OC	4%	26%	1%	1%	10%	-3%	17%	9%	18%
CC(=O)N1c2ccccc2-c2nc3ccccc3n2C1C (stereo unspecified)	-4%	8%	-1%	13%	-2%	1%	42%[activator]	-3%	-11%
Cc1cccc(Cn2c(SCC(=O)Nc3ccccc3)nc3c2c(=O)[nH]c(=O)n3C)c1	-3%	3%[57.1 µM]	-5%	5%	-7%	-23%	21%	13%	-11%
CC(=O)Nc1sc(N/N=C\c2ccco2)nc1-c1cccs1	2%	?	17%	?	5%	?	14µM*	17%	?
CCN(CC)S(=O)(=O)c1ccc(Cl)c(C(=O)NC2CCN(Cc3ccccc3)CC2)c1	-2%	28%	1%	20%	0%	-8%	18%	-9%	14%
Cc1ccc(C(=O)CN(C(=O)c2ccc(Cl)c(Cl)c2)N2C(=O)C3CCCCC3C2=O)cc1C (stereo unspecified)	17%	6%	-1%	0%	2%	-6%	33%	2%	1%
O=C(NC(Cc1ccccc1)C(=O)Oc1ccc2c(C(F)(F)F)cc(=O)oc2c1)OCc1ccccc1 (stereo unspecified)	-1%	-25%	-3%	·	-1%	-7%	60%[activator]	?	-20%
C1=CCC(CN2CCNCC2)CC1 (stereo unspecified)	i	-1%[57.1 µM]	7%	-8%	2%	-15%	0%	-11%	-8%
O=C(NCc1ccccc1)c1ccc(CS(=O)(=O)c2ccccc2)o1	0%	?	1%	-2%	2%	-14%	27%	3%	27%
COc1ccccc1NC(=O)CN1C(=O)c2ccccc2Sc2ccc(C(=O)N3CCCC3)cc21	-7%	18%[57.1 µM]	-3%	?	3%	-18%	-11%	?	-14%
O=C(Nc1ccc(Cl)cn1)c1cccnc1	-7%	11%[57.1 µM]	-9%	0%	0%	11%	25%	-2%	9%
Cc1cccc(NC(=O)CSc2nc(=O)n(CCCN3CCOCC3)c3c2CCCC3)c1	-7%	1%	3%	-16%	3%	-13%	11%	5%	-8%
CCCc1ccccc1OCCNC(C)=O	-10%	13%[57.1 µM]	-4%	80%[activator]	?	16µM*	-11%	0%	-28%[11.4 µM]
Cc1ccc(C(=O)C(C)OC(=O)CNS(=O)(=O)c2ccc(C)cc2)cc1 (stereo unspecified)	11%	9%	5%	?	-3%	-6%	26%	3%	30%
CCOc1ccccc1NC(=O)N1CCC(C(=O)c2ccc(F)cc2)CC1	i	-6%[57.1 µM]	6%	11%	5%	-3%	60%[activator]	0%	-5%
CCOc1ccccc1NC(=O)CSc1nc(-c2cccs2)cc(C(F)(F)F)n1	-8%	-6%	3%	-6%	0%	-5%	43%[activator]	5%	6%
Cc1ccc(/C=C2\SC(=S)N(C3CCS(=O)(=O)C3)C2=O)cc1 (stereo unspecified)	-5%	19%[57.1 µM]	7%	-4%	-18%	-6%	16%	23%	2%
NC(=O)c1cccc(CC(=O)c2ccccc2)c1	-9%	20%	0%	0%	-5%	-11%	42%[activator]	4%	-6%
COc1ccc(CNC(=O)COC(=O)CC2CCCC2)cc1	-9%	13%	4%	-18%&-2%	-2%	6%	35%	-7%	-9%
CC(OC(=O)c1cccc(-n2cnnn2)c1)C(=O)Nc1ccc(N(C)C)cc1 (stereo unspecified)	-7%	8%	-2%	?	-1%	-12%	28%	6%	-30%

From PubChem

The list is partial; rates above refer to the full screens.
